CDK5 inh: inhibitors of human CDK5/p35 kinase, primary screen, biochemical, single concentration; Recombinant CDK5/p35, ADP-Glo luminescence, 60 min; AID 488839, 2010; 330,000 tested, 0.01% active; inhibition, % at 10 µM;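 active = highest replicate inhibition of at least 50% and at least 75% of replicates reaching 50%; inconclusive = only one of the two criteria met; inactive = both criteria failed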;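 also: plate controls were DMSO neutral control for no effect and GW8510 at 10 µM for full effect; many of its hits are not listed in these tables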
phage Ecoli inh: growth loss of phage-infected E. coli, primary screen, RecBCD inhibitor project, absorbance, with phage, HTS. inhibition, % at 11.9 µM. 360,000 tested, 0.26% active. AID 651602, 2012; in the data active = inhibition above about 11%
HTR5A inv ag: HTR5A inverse agonists in luminescence cell assay, primary screen, counter-screen for OPRM1-OPRD1 heterodimer inverse agonist project, full-deck HTS; 5-hydroxytryptamine receptor 5A (Homo sapiens), P47898; HTR5A cell line, inverse agonism; inhibition, % at 9.3 µM; 340,000 tested, 0.083% active; in the data active = inhibition mostly above about 23%, no sharp cut-off; inactive = mostly below about 18%;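 also: 0% = cells with DMSO and 100% = no-cell wells with DMSO; some compounds called inactive have numbers as strong as hits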
E coli growth: E. coli V3065 growth inhibition, primary screen, counter-screen for AddAB inhibitor project, absorbance, OD600; inhibition, % at 11.9 µM; 18 h; 330,000 tested, 0.27% active; AID 449728, 2010;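 active = inhibition above the campaign's mean inhibition across all tested compounds plus 3 SD, cut at about 9.9% in these data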;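 also: uninfected addAB+ strain grown without phage in ampicillin broth; 0% = DMSO wells and 100% = ciprofloxacin 0.95 µg/ml wells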
SUMO Mot1 rescue: yeast Mot1-301 growth rescue at high temperature, primary screen, SUMOylation pathway inhibitor project, S. cerevisiae, ATP luminescence, 38.5C | growth rescue, % at 18.8 µM | 320,000 tested, 1% active | S. cerevisiae Mot1-301 growth rescue; percent above DMSO median, 100 means doubled | AID 2716, 2010;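 active = every valid replicate shows activation above 250% relative to neutral control wells; inactive = the rest, any valid replicate at or below 250%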;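 also: OY570 slx delta 5 strain wells were the positive control but not used for scaling; some compounds called inactive have numbers as strong as hits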
PKA-R1A act: activators of PKA-R1A holoenzyme, primary screen, biochemical, fluorescence polarization, Cy5-IP20, bovine R1A, mouse PKAc; activation, % at 11.4 µM; AID 504707, 2011; 340,000 tested, 0.083% active; cAMP-dependent protein kinase type I-alpha regulatory subunit (Bos taurus) + …; PKA-R1A dissociation; scaled: DMSO 0%, 113 µM cGMP 100%;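 active = percent activation above the mean of all tested compounds plus 3 SD, cut at about 19% in these data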;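 also: higher means more PKAc released from R1A so a rise in polarization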
AddAB inh: growth inhibition of E. coli expressing H. pylori AddAB, primary screen, AddAB inhibitor project, absorbance; 330,000 tested, 0.29% active; AID 435030, 2010; inhibition, % at 11.9 µM; in the data active = inhibition above about 12%;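 also: 0% = vehicle wells of infected cells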
DAGLB inhibitor: DAGLB lipase inhibitors, primary screen, biochemical, fluorescence, HTS; HEK293T DAGLB membrane lysate, EnzChek fluorogenic substrate; inhibition, % at 5.17 µM; 340,000 tested, 0.059% active; in the data active = inhibition above about 34%;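 also: 0% = enzyme with vehicle and 100% = wells lacking enzyme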
Target sequence (Q8NCG7 whole entry, looked up): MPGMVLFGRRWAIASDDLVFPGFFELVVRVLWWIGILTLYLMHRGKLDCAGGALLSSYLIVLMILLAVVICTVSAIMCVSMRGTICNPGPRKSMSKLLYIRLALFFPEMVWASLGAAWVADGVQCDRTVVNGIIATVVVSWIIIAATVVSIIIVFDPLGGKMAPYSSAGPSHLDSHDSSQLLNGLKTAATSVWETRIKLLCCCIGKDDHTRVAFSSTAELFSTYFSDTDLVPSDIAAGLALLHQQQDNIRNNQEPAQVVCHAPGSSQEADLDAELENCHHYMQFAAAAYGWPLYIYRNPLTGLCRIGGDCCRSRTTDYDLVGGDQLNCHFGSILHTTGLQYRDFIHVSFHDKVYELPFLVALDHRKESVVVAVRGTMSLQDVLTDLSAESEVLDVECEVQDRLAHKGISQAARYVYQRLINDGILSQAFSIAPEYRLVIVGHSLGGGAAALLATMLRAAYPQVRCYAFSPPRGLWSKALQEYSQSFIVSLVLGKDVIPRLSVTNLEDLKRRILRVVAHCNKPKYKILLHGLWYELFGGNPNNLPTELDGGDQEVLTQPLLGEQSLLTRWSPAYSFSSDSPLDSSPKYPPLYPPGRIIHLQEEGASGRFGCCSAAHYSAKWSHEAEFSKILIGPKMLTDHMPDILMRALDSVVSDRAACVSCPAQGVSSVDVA
PKA-R2B act: activators of PKA-R2B holoenzyme, primary screen, biochemical, fluorescence polarization, Cy5-IP20, human. cAMP-dependent protein kinase catalytic subunit beta (Homo sapiens) + cAMP-dependent …. 340,000 tested, 0.079% active. PKA-R2B holoenzyme dissociation; R2B truncated from residue 108, S112A mutant; 0% DMSO only, 100% 113 µM cGMP. activation, % at 11.4 µM. AID 504700, 2011;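 active = activation above a cutoff set at the mean over all compounds plus 3 SD, cut at about 18% in these data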;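 also: higher means more holoenzyme dissociation and a rise in polarization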
Target sequence (P31323 whole entry, looked up, other chains not shown, the tested form may be a part): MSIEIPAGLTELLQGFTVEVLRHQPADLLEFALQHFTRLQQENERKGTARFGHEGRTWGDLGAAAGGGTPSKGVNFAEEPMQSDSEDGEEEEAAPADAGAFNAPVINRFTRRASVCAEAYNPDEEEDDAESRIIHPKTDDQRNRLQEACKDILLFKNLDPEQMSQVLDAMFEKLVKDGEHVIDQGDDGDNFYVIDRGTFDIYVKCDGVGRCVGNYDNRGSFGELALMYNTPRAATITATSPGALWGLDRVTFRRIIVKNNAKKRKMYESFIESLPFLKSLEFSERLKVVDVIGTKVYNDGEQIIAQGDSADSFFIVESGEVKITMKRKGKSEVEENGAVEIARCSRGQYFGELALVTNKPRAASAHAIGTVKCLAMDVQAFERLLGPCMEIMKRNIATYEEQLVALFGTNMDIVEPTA
HTR5A ag ctr: HTR5A agonists in luminescence cell assay, primary screen, counter-screen for OPRM1-OPRD1 heterodimer agonist project, full-deck HTS; 5-hydroxytryptamine receptor 5A (Homo sapiens), P47898; cell-based; activation, % at 9.3 µM; 340,000 tested, 0.61% active; AID 504692, 2011; in the data active = activation mostly above about 9.5%, no sharp cut-off; inactive = mostly below about 7.6%;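 also: 0% = cells with vehicle only and 100% = reference agonist; strong numbers were not always called active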
Tat transport: E. coli Tat export inhibitors, primary screen, MC4100, TorA-mCherry reporter, fluorescence, single point. 340,000 tested, 0.036% active. AID 488895, 2010. inhibition, % at 10 µM;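 active = mean replicate inhibition at least 50% and at least half of replicates individually reaching 50%; inconclusive = only one of the two criteria met; inactive = neither criterion met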;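 also: exported cargo escapes ClpAP degradation while cytoplasmic cargo is degraded and loses fluorescence; 0% = median of neutral control wells and 100% = median of NaSCN control wells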
* hit, by the source's call; ? = inconclusive; nt = no result given. Compounds were not picked by outcome; any-hit rate near 2.3%.

SMILES	CDK5 inh	phage Ecoli inh	HTR5A inv ag	E coli growth	SUMO Mot1 rescue	PKA-R1A act	AddAB inh	DAGLB inhibitor	PKA-R2B act	HTR5A ag ctr	Tat transport
COc1ccc(-n2c(SCC(=O)Nc3sc4c(c3C#N)CCCC4)nnc2-c2ccc(O)cc2)cc1	-0.6	4.3	-3	-2.0	-1	-3	-0.2	2	-2	1	-5
CCOc1ccc(OCC)c(NS(=O)(=O)c2cn(C)cn2)c1	0.4	4.0	-12	-0.2	-12	1	3.6	0	-8	7	-1
COc1ccc(OCC(=O)NCCCn2ccnc2)cc1	-0.2	2.7	-7	-0.2	186	3	2.8	0	1	4	2
COc1ccc(NC(=O)COC(=O)c2cc(S(=O)(=O)N3CCCC3)ccc2O)cc1	0.4	3.8	0	1.3	-15	6	-0.2	0	1	0	-8
CCOC(=O)C1=C(C)Nc2ccccc2N=C1NC(=O)CCCN1C(=O)c2ccccc2C1=O	0.7	1.3	2	-2.3	-4	-6	-1.1	-1	-13	-3	-2
Cc1sc2ncnc(N3CCN(Cc4ccccc4)CC3)c2c1-c1ccccc1	0.5	2.8	7	1.9	-23	1	3.2	-10	-13	2	21
O=C(CCc1ccccc1)Nc1ccc(F)cc1F	0.7	3.0	-30	-4.4	8	-4	0.4	-3	-1	8	-5
O=C(O)C1CN(C(=O)c2cccc(Br)c2)C1	-1.1	3.8	-2	-1.9	64	4	0.3	0	3	1	-3
CC1=C(C(=O)Nc2cc(C(=O)N(C)Cc3ccccc3)ccc2C)SCCO1	-1.0	1.3	-11	-0.2	-10	0	4.0	2	-8	-3	2
O=C(CN(c1cccc(C(F)(F)F)c1)S(=O)(=O)c1ccc(Cl)c([N+](=O)[O-])c1)NCc1ccccc1Cl	2.2	1.9	-10	0.3	321	-4	1.6	-9	-1	4	-11
COc1ccc(-c2nc(NC(=O)c3c(C)noc3C)sc2C)cc1	0.5	1.3	-5	nt	nt	-5	nt	-2	-14	2	-4
Cn1nc(C(=O)Nc2nc3ccc(S(C)(=O)=O)cc3s2)ccc1=O	0.5	3.4	-11	-1.3	-15	-16	1.2	-5	-5	2	-5
CC(C)c1ccccc1NC(=O)Nc1ccc(F)cc1F	0.6	2.8	-5	-1.1	-21	-6	0.1	0	-3	-1	5
CCOC(=O)C1=C(C)NC(C)=C(C(=O)OCC)C1C1=COCCO1	2.2	2.3	16	-0.1	-16	-14	3.0	-1	-22	-6	-10
CSc1ccc(C(=O)C2CCCN(Cc3cccn3-c3cccnc3)C2)cc1 (stereo not drawn)	-3.0	0.6	-14	2.5	90	2	-0.5	-4	-2	5	4
N#CC1(NC(=O)CSc2nnc(COc3ccccc3F)n2N)CCCCC1	-1.0	3.6	1	-0.3	10	1	1.9	-6	-6	0	-1
Cc1ccc(Cn2c(Sc3nnc(C)s3)nc3c2c(=O)[nH]c(=O)n3C)cc1	2.4	0.0	12	-1.6	-11	-2	0.5	3	2	-4	10
Cc1c(NC(=O)c2ccc(Cl)nc2)cccc1-c1nc2cccnc2s1	-0.7	-2.0	-7	0.7	6	-13	2.1	2	-20	8	2
Nc1nonc1-n1nnc(C(=O)N/N=C/c2ccccc2F)c1-c1cccs1	9.6	0.2	4	-0.3	230	-8	1.9	0	0	1	0
O=c1cc2n(c(=O)[nH]1)CCC1=C2CCCC1	1.9	1.1	6	0.4	-3	-10	-1.3	-2	-18	-1	1
CC(C)n1cc(C(=O)N2CCCC(Nc3ccc(F)c(F)c3)C2)cn1 (stereo not drawn)	-0.4	2.2	11	-0.8	108	3	1.2	0	0	-1	-1
CCOc1ccc(N(CC(=O)NCc2ccc(OC)cc2)S(=O)(=O)c2c(C)[nH]c(=O)[nH]c2=O)cc1	nt	1.9	10	-1.4	-1	-3	2.9	-3	-5	-3	?
Cc1ccc(/C=N/NC(=O)CCSc2ccccc2)cc1	0.2	0.6	3	-1.6	19	-7	0.7	-3	5	-1	3
O=C(O)c1ccc(N/N=C/c2ccnc3ccccc23)cc1	0.1	2.9	-8	-1.0	60	5	1.1	1	6	3	0
COc1ccc(-c2oc3ccccc3c2C(=O)OCc2ccccc2)cc1	0.4	0.4	11	-0.8	1	3	1.9	-20	-11	-4	-3

New compounds follow:
SMILES	CDK5 inh	phage Ecoli inh	HTR5A inv ag	E coli growth	SUMO Mot1 rescue	PKA-R1A act	AddAB inh	DAGLB inhibitor	PKA-R2B act	HTR5A ag ctr	Tat transport
N=C1c2ccccc2CN1NC(=O)c1cccc(S(=O)(=O)N2CCOCC2)c1	-1.0	4.3	4	-0.5	267	-2	1.7	-2	0	-1	-4
COc1ccc(CN2CC(=O)N3[C@H]4c5ccc(OC)cc5OC[C@@H]4[C@H](c4ccccc4)[C@]3(C)C2=O)cc1	0.5	3.9	3	0.6	2	-4	1.4	-3	10	5	-5
Cc1ccc(/C(O)=C2\C(=O)C(=O)N(C)C2c2ccc([N+](=O)[O-])cc2)cc1 (stereo not drawn)	0.6	1.0	10	-2.8	0	5	-1.7	2	6	-3	-9
CCOC(=O)C(C(C)=O)=C1SC2CS(=O)(=O)CC2S1 (stereo not drawn)	-2.1	3.1	-28	-2.7	9	-17	2.1	1	2	2	2
CC(C)(C)c1ccc(OCCCC(=O)N2CCOCC2)cc1	-0.6	2.8	3	-0.9	8	-6	0.3	1	2	3	1
C#Cc1ccc([C@@H]2C=C(C(=O)N3CCOCC3)O[C@H](OCC)[C@H]2CCCO)cc1	-1.4	2.2	-9	-1.6	-5	-4	-1.3	4	5	8	-1
CCc1c(C(C)S(=O)(=O)c2ccc(C)cc2)[nH]c(=O)n1-c1ccc(OC(F)(F)F)cc1 (stereo not drawn)	-2.4	4.0	6	-0.2	nt	-2	1.0	1	7	-1	1
Cc1ccc(S(=O)(=O)N(C)C)cc1-n1c(SCC(=O)Nc2ccc(F)cc2)nc2ccccc2c1=O	1.0	3.9	6	-2.8	6	1	0.3	-6	0	-1	-19
COc1ccccc1CNCCS(=O)(=O)NN1CCOCC1	4.3	0.1	-10	-0.9	nt	-4	0.9	-1	-1	3	-3
Cc1ccc(-c2nnc(SCC(=O)Nc3ccc(S(=O)(=O)N4CCCCCC4)cc3)o2)cc1	1.2	2.3	-7	-0.4	nt	-5	2.4	-3	5	3	-4
CCOc1ccc(NS(=O)(=O)c2ccc(C(=O)NCC3(N(C)C)CCCCC3)cc2)cc1	0.3	5.2	-8	-0.3	-6	4	0.3	1	-10	3	2
CCCn1c(NC(=O)c2ccc(Cl)c(S(=O)(=O)N3CCCC3)c2)nc2ccccc21	-1.2	6.0	-7	0.6	2	-5	3.5	-6	3	6	2
COc1ccc(N(C(=O)c2cccnc2)S(=O)(=O)c2cccs2)cc1	0.3	4.2	4	-2.6	4	-1	0.2	-2	-6	-2	-1
O=C1OC(CC(=O)N(Cc2nnc(-c3ccc(Cl)cc3)o2)C2CC2)c2ccccc21 (stereo not drawn)	2.1	0.4	23	-2.6	22	6	-0.1	1	-3	8	-3
CC(=O)OC(C)C[N+](C)(C)C (stereo not drawn)	0.5	3.6	-5	0.2	168	-6	-2.4	1	-11	9	0
Cc1ccc(C(C)C)c(OCC(=O)N/N=C2\CC(=O)CC(C)(C)C2)c1	0.0	0.6	-14	-1.5	154	0	1.3	3	-2	-5	-4
Cc1ccc(N2C(=O)N(CC(=O)Nc3cc(C)cc(C)c3)C(=O)C2C)cc1 (stereo not drawn)	-1.2	1.2	10	1.2	-3	-5	0.1	-4	-13	-4	1
COc1ccc(OCCOc2ccccc2[N+](=O)[O-])cc1	-2.0	3.0	-6	1.3	-1	5	3.8	-3	1	3	7
COc1ccccc1NS(=O)(=O)c1ccc(C(=O)NCc2ccco2)cc1	-1.6	3.2	-13	0.0	32	6	4.2	0	18	3	3
O=C(Cn1nnc(-c2ccc3c(c2)OCO3)n1)N1CCOCC1	-0.3	0.6	-4	2.0	-2	-3	1.7	-1	-13	2	0
O=P(c1ccccc1)(c1ccccc1)C(c1ccco1)N1CCOCC1 (stereo not drawn)	1.9	0.2	-9	2.5	-12	-4	3.5	-2	-4	-4	3
COc1ccccc1N1CCN(S(=O)(=O)c2ccccc2F)CC1	2.5	3.0	4	-1.9	-7	10	-0.3	-2	-3	2	2
CN(CCNC(=O)CN1CCN(Cc2ccccc2Cl)C1=O)Cc1ccccc1	0.8	nt	8	-1.9	3	-12	2.4	1	2	-3	3
Cc1cccc(-c2noc(CN(C(=O)C(c3ccccc3)c3ccccc3)C(C)C)n2)c1	0.1	1.2	-10	-2.1	-16	-5	1.8	-23	4	3	15
Fc1cc(F)cc(-c2oncc2-c2nnnn2-c2ccccc2)c1	-0.9	3.2	-6	-1.9	-43	-5	0.1	0	9	-1	-5

Among those listed so far, these have a CF3 group:
SMILES	CDK5 inh	phage Ecoli inh	HTR5A inv ag	E coli growth	SUMO Mot1 rescue	PKA-R1A act	AddAB inh	DAGLB inhibitor	PKA-R2B act	HTR5A ag ctr	Tat transport
O=C(CN(c1cccc(C(F)(F)F)c1)S(=O)(=O)c1ccc(Cl)c([N+](=O)[O-])c1)NCc1ccccc1Cl	2.2	1.9	-10	0.3	321	-4	1.6	-9	-1	4	-11
CCc1c(C(C)S(=O)(=O)c2ccc(C)cc2)[nH]c(=O)n1-c1ccc(OC(F)(F)F)cc1 (stereo not drawn)	-2.4	4.0	6	-0.2	nt	-2	1.0	1	7	-1	1

The list continues:
SMILES	CDK5 inh	phage Ecoli inh	HTR5A inv ag	E coli growth	SUMO Mot1 rescue	PKA-R1A act	AddAB inh	DAGLB inhibitor	PKA-R2B act	HTR5A ag ctr	Tat transport
CCOC(=O)Nc1cc2c(C)cc(=O)oc2cc1C	0.6	0.7	-17	1.2	-20	8	2.9	1	-5	7	0
CCc1ccc(NC(=O)c2[nH]c(C)c(C(C)=O)c2C)cc1	0.4	4.3	7	0.9	14	-7	4.0	0	-1	-3	-1
CC(=O)Nc1ccc(S(=O)(=O)NCC(=O)OCC(=O)N2CCCCCC2)cc1	-0.3	1.8	14	-0.5	-6	12	1.1	-2	-7	-6	2
O=C(NCc1cccnc1)c1c(F)c(F)c(F)c(F)c1F	-0.6	2.0	5	0.8	-2	7	2.7	2	3	4	-4
Cc1ccc(N2C(=O)CC(Sc3ccccc3C(=O)O)C2=O)cc1C (stereo not drawn)	-1.3	4.0	0	-2.4	-6	2	-0.5	1	-6	0	-6
O=C(O)c1ccccc1C(=O)Nc1n[nH]c(=S)s1	2.0	3.1	-17	0.8	-14	-4	0.6	-3	1	-5	-5
Cc1cc(C)c(S(=O)(=O)N(C)Cc2cnn(C)c2)c(C)c1	-4.9	1.7	14	0.4	25	-3	2.3	0	10	0	10
